procasp7 counter = counter-screen for procaspase-3 activators: activators of human procaspase-7. recombinant procaspase-7, Ac-DEVD-pNA absorbance 405 nm; D23A/D198A/D206A triple mutant, cannot self-cleave; scale: DMSO 0, 5 µM enzyme 100. activation, % at 8.5 µM. 330,000 tested, 0.093% active. AID 463210;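 active = percent activation above the screen-wide mean plus 3 SD, cut at about 25% in these data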
Target sequence (P55210 whole entry D23A/D198A/D206A): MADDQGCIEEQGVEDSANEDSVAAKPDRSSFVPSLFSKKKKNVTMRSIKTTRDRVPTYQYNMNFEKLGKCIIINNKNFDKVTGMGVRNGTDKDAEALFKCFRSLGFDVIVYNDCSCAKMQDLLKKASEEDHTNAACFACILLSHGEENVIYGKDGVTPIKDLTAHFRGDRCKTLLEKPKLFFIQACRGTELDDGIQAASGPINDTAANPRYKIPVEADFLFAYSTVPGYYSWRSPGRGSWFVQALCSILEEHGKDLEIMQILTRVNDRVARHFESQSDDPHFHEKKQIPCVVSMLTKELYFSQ
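System: Uncleavable procaspase-7 mutant enzyme; Amount: 2 µM procaspase-7 mutant as dispensed; Schedule: 1 h compound preincubation, 2 h substrate cleavage, 25 °C; Measured by: 405 nm absorbance of p-nitroaniline; Evaluation: percent activation from buffer-corrected 0–120 min absorbance change; Control set: low DMSO alone, high DMSO plus 5 µM PC-7.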
PP5 primary = inhibitors of human protein phosphatase 5 (PP5). P53041. purified PP5c, OMFP substrate fluorescence. inhibition, % at 6.7 µM. 320,000 tested, 0.18% active;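 active = inhibition above the campaign's mean inhibition across all tested compounds plus 3 SD, cut at about 9.5% in these data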;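 also: 0% = DMSO only and 100% = 100 µM cantharidin control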
Target sequence (P53041 whole entry, looked up): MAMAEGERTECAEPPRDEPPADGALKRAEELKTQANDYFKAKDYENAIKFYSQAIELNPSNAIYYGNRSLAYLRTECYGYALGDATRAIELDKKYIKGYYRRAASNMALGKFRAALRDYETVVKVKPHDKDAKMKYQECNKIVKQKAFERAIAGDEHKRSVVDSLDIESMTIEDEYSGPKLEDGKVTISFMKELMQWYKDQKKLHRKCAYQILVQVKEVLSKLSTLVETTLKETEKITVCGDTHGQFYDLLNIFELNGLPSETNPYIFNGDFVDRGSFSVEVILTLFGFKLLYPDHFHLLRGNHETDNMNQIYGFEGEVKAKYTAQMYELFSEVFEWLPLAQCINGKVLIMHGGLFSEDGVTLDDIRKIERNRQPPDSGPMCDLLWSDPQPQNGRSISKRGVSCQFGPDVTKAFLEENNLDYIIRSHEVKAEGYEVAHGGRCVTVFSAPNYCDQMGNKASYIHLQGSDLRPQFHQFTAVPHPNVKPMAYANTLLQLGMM
core dimer inh = blocks dimerization of HCV core protein; AID 1899; TR-FRET GST/Flag-core106 dimerization, 1536-well; inhibition, % at 5 µM; 300,000 tested, 0.33% active;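 active = inhibition above the mean of all tested compounds plus 3 SD, set per screening campaign, cut at about 45% in these data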
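Assay system: tagged HCV core106 pair (GST and Flag); medium: KF-containing HEPES buffer, pH 7.45, DTT, CHAPS, BSA; also added: Eu donor and XL665 acceptor anti-tag antibodies; dosing: 5 µM single dose; timing: compound-protein-antibody incubation 4 h at 22.5 °C; signal: TR-FRET 671 and 617 nm emission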
PP1 inh = PP1-alpha (human) inhibition in PP5 counter-screen; P62136; purified PP1alpha, OMFP fluorescence; inhibition, % at 6.7 µM; 320,000 tested, 0.9% active;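 active = inhibition above the mean inhibition of all tested compounds plus 3 SD, computed separately for each screening campaign, cut at about 15% in these data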
procasp3 activ = procaspase-3 (human) activation. P42574. recombinant procaspase-3 D3A, Ac-DEVD-pNA absorbance 405 nm. activation, % at 8.5 µM. 330,000 tested, 0.11% active. AID 463141;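 active = activation above the mean of all tested compounds plus 3 SD, cut at about 21% in these data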;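 also: 0% = DMSO alone and 100% = DMSO wells spiked with extra 5 µM PC-3 D3A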
Target sequence (P42574 whole entry D9A/D28A/D175A): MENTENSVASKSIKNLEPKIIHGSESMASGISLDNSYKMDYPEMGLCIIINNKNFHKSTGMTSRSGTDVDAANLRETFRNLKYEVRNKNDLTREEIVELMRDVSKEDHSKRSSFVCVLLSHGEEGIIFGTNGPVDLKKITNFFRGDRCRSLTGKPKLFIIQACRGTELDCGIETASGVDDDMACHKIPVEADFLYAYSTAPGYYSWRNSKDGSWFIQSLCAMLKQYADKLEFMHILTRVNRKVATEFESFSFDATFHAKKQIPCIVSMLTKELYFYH
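Assay system – Procaspase-3 D3A mutant · Benchmarks – DMSO low control, extra-enzyme high control · Technique – 405 nm absorbance of p-nitroaniline, reads at 0 and 120 min · Doses – 8.5 µM nominal · Measure – % activation between DMSO and enzyme-spiked controls · Also added – Ac-DEVD-pNA chromogenic peptide substrate · Schedule – 1 h compound preincubation, 2 h substrate hydrolysis at 25 °C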
Efflux pump inh = antifungal efflux pump inhibition, Nile Red retention; S. cerevisiae Candida pump triplex; inhibition, % at 10 µM; 330,000 tested, 0.44% active;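 active = plate passing quality check with inhibition over a set limit, or well fluorescence over plate mean plus 4 SD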;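 also: Nile Red retained in pooled yeast measured as flow cytometry median fluorescence; 0% = buffer negative control and 100% = Enniatin B positive control; higher means more Nile Red kept so more efflux inhibition; some compounds called inactive have numbers as strong as hits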
TPT1 inh = blocks Candida albicans tRNA 2'-phosphotransferase | recombinant caTPT1, FP RNA substrate dephosphorylation | inhibition, % at 5 µM | 300,000 tested, 0.81% active | AID 1962;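 active = inhibition above the mean of all tested compounds plus 3 SD, set per screening campaign, cut at about 24% in these data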;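 also: plate controls were DMSO alone for no effect and ferristatin control at 100 nM for full effect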
GASC-1 inh = human JMJD2C demethylase inhibition | Q9H3R0 | GST-JMJD2C(1-420) H3K9me3 demethylation, DELFIA europium | inhibition, % at 2.35 µM | 330,000 tested, 0.069% active;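 active = more than half of a compound's replicate wells show inhibition beyond 50%, single wells judged on their own value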;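 also: signal counts dimethyl H3K9 product captured on neutravidin plate; 0% = median of DMSO wells and 100% = 0.3 times that DMSO median; strong numbers were not always called active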
Fh CTSL1 inh = blocks F. hepatica cathepsin L1 in PFM18AAP counter-screen; recombinant F. hepatica cathepsin L1, Z-Leu-Arg-MCA fluorescence; inhibition, % at 5.96 µM; 300,000 tested, 0.49% active;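 active = inhibition above the mean of all tested compounds plus 3 SD, set per screening campaign, cut at about 17% in these data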;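 also: 0% = plate median of test compound wells and 100% = 1 µM Z-Phe-Ala-diazomethylketone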
* = called active by the depositor; i = inactive; · = no result given.

SMILES	procasp7 counter	PP5 primary	core dimer inh	PP1 inh	procasp3 activ	Efflux pump inh	TPT1 inh	GASC-1 inh	Fh CTSL1 inh
O=[N+]([O-])c1ccc(C2CCCC/C2=N/O)c([N+](=O)[O-])c1 (stereo unspecified)	4	-1.4	3	-2	-8	-0.6	-1	-11	6
O=C(NCc1ccccc1F)c1ccc(S(=O)(=O)N2CCCCCC2)cc1	2	4.0	·	-2	-7	0.2	·	·	·
O=C(c1cc([N+](=O)[O-])ccc1N1CCOCC1)N1CCN(c2ccc([N+](=O)[O-])cc2)CC1	-27	0.4	-7	-4	-20	-0.1	-2	10	6
O=C1CCCC2=C1C(c1ccc(O)c(Br)c1)C1=C(CCCC1=O)N2c1ccccc1	-5	1.3	8	-6	-1	0.2	1	-26	-3
O=C(CCl)NN=C(c1ccccc1)c1ccccc1	1	2.1	3	-3	-2	-0.1	-1	0	37*
OC[C@H]1O[C@@H](n2cnc3c(NC4CCCC4)ncnc32)[C@H](O)[C@@H]1O	15	2.5	-4	-4	2	0.1	-3	8	1
COc1ccc(CNC(=O)Cn2c(=O)n(CC(=O)N3CCCCC3)c(=O)c3sccc32)cc1	0	2.6	-16	-2	10	0.0	-5	5	1
COc1ccc(C2=NOC(C(=O)Nc3ccc4c(c3)OCO4)C2)cc1OC (stereo unspecified)	-2	1.2	16	0	1	0.0	-4	-5	-3
CCNC(=O)NC1(C(=O)Nc2ccc3c(c2)CCC3)CCCCC1	0	1.6	-10	-1	2	-0.2	-2	-2	-2
Cc1ccc(C)c(OCc2cc(C(=O)N3CCOCC3)no2)c1	4	0.8	0	-6	0	0.0	1	3	-5
Fc1ccccc1CSc1nc2ncccc2[nH]1	-1	0.9	-3	0	-3	-0.1	-4	-6	-3
O=C(COc1ccc2ccccc2c1)Nc1ccc2c3c(cccc13)CC2	-1	1.2	8	8	-7	0.1	-2	7	-1
CC(=O)Nc1ccc(NC(=S)NC(=O)/C=C/c2ccc(Cl)cc2)cc1	-3	-0.3	0	-1	4	-0.1	-4	2	1
Cc1cnc(C(=O)Nc2ccc(OC(F)(F)F)cc2)cn1	8	4.9	-10	-1	3	0.1	0	1	0
CC(=O)N1CCN(c2nc3ccc(Br)cc3s2)CC1	19	1.5	-1	2	4	0.2	0	10	1
Cc1ccccc1OCc1nc2ccccc2c(=O)n1/N=C/c1cn[nH]c1-c1ccccc1	4	5.1	12	-2	3	-1.0	1	4	-2
Cc1cccc(-c2nc(C#N)c(NCC3CCCO3)o2)c1 (stereo unspecified)	1	0.9	5	-8	-1	0.1	-3	16	0
C=C1CCN(C(C(=O)OC)C(C)C)S(=O)(=O)c2ccccc21 (stereo unspecified)	7	2.0	-21	0	4	-0.1	-1	-4	-4
Brc1ccc(Sc2cnc3ccccc3n2)cc1	10	0.5	26	1	3	0.0	-4	-2	2
COc1ccc(C2C(C(=O)c3ccco3)=C(O)C(=O)N2CCN2CCOCC2)cc1 (stereo unspecified)	-33	2.1	1	-4	-5	0.2	-1	-1	0
Cc1csc(SCC(=O)NC(=O)Cc2ccccc2)n1	0	2.4	-1	-2	10	2.4	1	12	7
O=C(/C=C/c1c(Cl)cccc1Cl)N1CCN(c2ncccn2)CC1	-4	0.7	1	0	11	0.1	3	11	3
Cc1cc(=O)oc(C)c1C(=O)NC1CC(C)(C)NC(C)(C)C1	5	-1.1	-1	-4	-5	0.3	1	4	5
COc1ccc(NC(=O)NC2CCCc3ccccc32)c(OC)c1 (stereo unspecified)	-3	2.1	0	3	5	0.1	-1	2	-1
O=C(NN=Cc1ccc(N2CCOCC2)cc1)c1cc2ccccc2cc1O	-12	·	·	·	2	0.1	·	5	·
CCN(CC)CCNc1ncnc2c1sc1nc(N3CCCC3)c3c(c12)CC(C)(C)OC3	-3	2.9	-4	-1	1	0.1	6	-6	4
C/C(=N\N=C1\NC(=O)CC(C(=O)O)S1)c1cccs1 (stereo unspecified)	12	3.3	-6	0	4	0.1	0	4	3
CCOC(=O)c1ccc(S(=O)(=O)N2CCC(C(=O)O)CC2)cc1	7	-3.6	3	-3	-4	0.0	-2	-1	-1
Cc1ccc(OCC(=O)Nc2ccc(S(=O)(=O)N3CCN(C)CC3)cc2)cc1	4	4.1	0	0	-2	0.1	3	5	6
CC1(C)CC(C(CCN(Cc2ccccc2)C(=O)c2ccco2)c2ccc(F)cc2)CCO1 (stereo unspecified)	2	2.1	4	8	-2	0.3	0	11	1
O=C(Cn1cnc2c(nnn2Cc2ccccc2F)c1=O)NCC1CCCO1 (stereo unspecified)	-2	-0.8	3	-3	-7	0.4	1	-15	-2
CCOC(=O)N1CCC(NC(=O)CC(NS(=O)(=O)c2ccc(Cl)cc2)c2ccco2)CC1 (stereo unspecified)	-3	-0.2	-1	0	1	0.0	-5	15	3
COc1ccc(NC(=S)NC2CCN(Cc3ccccc3)CC2)cc1OC	3	0.6	-1	0	2	-0.1	-3	-2	-1
Cc1ccccc1S(=O)(=O)Oc1ccccc1C(=O)Oc1ccccc1	2	3.2	3	0	2	0.2	5	-2	-1
COc1ccccc1OC(=O)Nc1ccc(Cl)cc1	-1	0.1	-34	0	-2	-0.1	41*	22	0
COc1cc(OC)cc(C(=O)NC(C(=O)O)C23CC4CC(CC(C4)C2)C3)c1 (stereo unspecified)	9	-1.7	8	1	-5	0.3	-1	-6	2
O=C(O)c1ccc(NS(=O)(=O)c2ccc3c(c2)OCCO3)cc1	2	-0.5	5	-8	4	-0.2	-4	2	13
CN1CCN(CC(O)COc2ccc(Cl)cc2)CC1 (stereo unspecified)	9	1.0	-2	-1	1	-0.2	4	4	-2
O=C(NCCCn1ccnc1)/C(=C/c1ccco1)NC(=O)c1ccccc1	2	0.9	-3	0	7	-0.1	-2	2	1
CCC(c1ccccc1)c1nc(-c2ccccn2)no1 (stereo unspecified)	0	1.3	-2	-2	-1	0.1	6	72	0
Cc1noc(C)c1C(=O)N1CCN(Cc2ccc3c(c2)OCO3)CC1	0	-0.5	-7	-1	1	-0.3	-4	-5	4
CCS(=O)(=O)c1nc(S(=O)(=O)c2ccc(Cl)cc2)c(N2CCc3ccccc3C2)s1	2	2.1	4	7	-5	0.3	0	-20	0
Cc1ccn(C)c(=N)c1	5	-1.1	3	2	11	-0.1	-3	2	-1
CCSc1nnc(NC(=O)CCNC(=O)c2ccccc2Cl)s1	0	·	·	·	5	0.0	·	4	·
O=C(Cc1c(F)cccc1Cl)Nc1cccnc1	14	1.9	0	3	-1	0.0	3	-6	-3
CCOC(=O)C1=C(COC(=O)c2cccc(Cl)c2)NC(=O)NC1C (stereo unspecified)	0	-1.1	5	-1	6	0.0	1	-6	-12
CN(CC(=O)Nc1ccc(F)cc1)C(=O)C1CCCC1	6	0.7	·	-2	12	-0.1	·	-4	·
COc1ccc(N2CCN(C(=O)c3ccc4c(=O)n(CCc5ccc(OC)c(OC)c5)c(=O)[nH]c4c3)CC2)cc1	2	0.9	9	-4	2	0.1	0	-1	1
COc1ccc(Nc2cc(=O)n(-c3ccccc3)c3c2c(=O)n(C)c(=O)n3C)cc1	6	1.5	4	-2	2	0.0	-1	2	5
O=C(c1ccc(Cl)cc1Cl)C1(n2cncn2)Oc2ccccc2C1O (stereo unspecified)	-4	0.9	0	0	4	-0.2	-1	127	-3
CCc1noc(C)c1C(=O)Nc1ccc(F)c(F)c1	3	2.1	-2	-4	-1	-0.2	0	-4	2
CCOc1ccccc1C(=O)NCC(=O)OCCCOC(=O)CNC(=O)c1ccccc1OCC	3	-1.1	7	0	-4	0.1	-1	0	-3
COc1c(C)cc(S(=O)(=O)NCCN2CCOCC2)c(C)c1C	-4	2.7	1	1	-1	0.1	4	-27	1
COCCCNC(=O)c1cn(CCOC)c(=O)c2c1c1ccccc1n2C	4	-0.4	-1	-1	2	-0.1	-2	15	-3
c1ccc(COc2cccc(CN3CCc4ccccc4C3)c2)cc1	2	1.5	-4	2	-2	0.4	1	3	0
CNC(=S)NNC(=O)c1sc2cc(C(F)(F)F)cnc2c1-c1cccnc1	3	0.3	-5	-2	8	-0.1	-3	11	2
CCCNC(=O)/C=C/C(=O)O	13	2.5	-3	-5	1	-0.1	0	-1	-1
CC1(C)C(=O)OC(/C=C/c2cccc([N+](=O)[O-])c2)C(C)(C)C1=O (stereo unspecified)	2	0.8	-2	-4	6	0.1	3	-14	7
COc1ccc2[nH]cc(CCNC(=O)CCC3CCCCC3)c2c1	5	1.0	12	-5	2	0.1	2	-2	-5
Cc1ccc(S(=O)(=O)N2CCC(C(=O)C3C(=O)CC(C)(C)CC3=O)CC2)cc1	-6	3.1	-4	0	-2	0.4	-1	-4	0

Profiles, quoted from the list.
Cc1ccc(S(=O)(=O)N2CCC(C(=O)C3C(=O)CC(C)(C)CC3=O)CC2)cc1 as listed: procasp7 counter = -6; PP5 primary = 3.1; core dimer inh = -4; PP1 inh = 0; procasp3 activ = -2; Efflux pump inh = 0.4; TPT1 inh = -1; GASC-1 inh = -4; Fh CTSL1 inh = 0
CCc1noc(C)c1C(=O)Nc1ccc(F)c(F)c1 as listed: procasp7 counter = 3; PP5 primary = 2.1; core dimer inh = -2; PP1 inh = -4; procasp3 activ = -1; Efflux pump inh = -0.2; TPT1 inh = 0; GASC-1 inh = -4; Fh CTSL1 inh = 2
c1ccc(COc2cccc(CN3CCc4ccccc4C3)c2)cc1 as listed: procasp7 counter = 2; PP5 primary = 1.5; core dimer inh = -4; PP1 inh = 2; procasp3 activ = -2; Efflux pump inh = 0.4; TPT1 inh = 1; GASC-1 inh = 3; Fh CTSL1 inh = 0

Carrying on:
SMILES	procasp7 counter	PP5 primary	core dimer inh	PP1 inh	procasp3 activ	Efflux pump inh	TPT1 inh	GASC-1 inh	Fh CTSL1 inh
O=c1cc(O)c2sc(Nc3ccc(F)c(Cl)c3)nc2[nH]1	-6	2.1	33	-2	-8	-0.1	23	-6	-3
O=S(=O)(Cc1ccc(Cl)cc1)NCc1ccc2c(c1)OCO2	8	1.1	15	-1	2	0.0	0	11	-3
Cc1ccc(C(=O)NCc2ccc3c(c2)OCO3)cc1	1	0.9	10	2	4	-0.1	0	-21	-1
CC(=O)Nc1ccc(NC(=O)CCc2ccc(C)o2)cc1	-1	1.4	4	-2	5	-0.4	-2	-23	-3
COc1ccc(Cl)cc1NC(=O)CN(C)C(=O)c1sccc1-c1ccccc1	-7	1.8	·	0	5	0.1	·	11	·
Cc1c(N2C(=O)C3C4C=CC(C5CC45)C3C2=O)c(=O)n(-c2ccccc2)n1C (stereo unspecified)	16	2.1	-2	-5	3	0.0	0	i	-5

Screening data (PubChem)
